MMP-13 inhibitor: blocks human MMP13 activity; P45452; MMP-13 fTHP FRET cleavage, Mca fluorescence; inhibition, % at 4 µM; actives 0.07% (n = 65,000);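 active means inhibition above the mean of compound-free control plate wells plus 3 SD, cut at about 14% in these data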;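 further: 0% = DMSO wells and 100% = wells with reference MMP-13 inhibitor after basal subtraction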
A340 absorber: compounds absorbing at 340 nm | compound absorbance at 340 nm, fold over control | fold change at 10 µM | 65,000 tested, under 10 active;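 active means at 10 µM dose, initial 340 nm absorbance at least 2 fold that of control wells; inactive means change under 2 fold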;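 further: initial absorbance extrapolated from kinetic A340 decline of NADH oxidation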
Cdc25B inh: human M-phase inducer phosphatase 2 inhibition; P30305; recombinant Cdc25B, OMFP fluorescence Ex485/Em525; inhibition, %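 (compounds tested at 10 µM final in the well)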; actives 0.1% (n = 65,000); in the data active means inhibition above about 50%
JNK3 blocker: blocks human JNK3 kinase activity; purified JNK3 kinase activity, HTS; actives 0.61% (n = 60,000); P53779; AID 746; inhibition, % at 8 µM; in the data active means inhibition above about 17%;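 further: 0% = DMSO and 100% = reference inhibitor; many of its hits are not listed in these tables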
Hsp90 block: displaces geldanamycin probe from tumor Hsp90 | NCI-N417 lysate Hsp90, Cy3B-geldanamycin FP displacement | inhibition, % at 30 µM | actives 0.35% (n = 64,000) | P07900 | AID 429;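 active means inhibition above 50%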;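 further: 0% = tracer plus lysate wells and 100% = tracer alone without lysate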
FXIIa inh mix: factor XIIa (human) inhibition, mixture screen; AID 684; purified FXIIa, fluorogenic substrate, pooled mixtures; inhibition, % at 5 µM; actives 0.2% (n = 62,000);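 further: 0% = enzyme without compound and 100% = no enzyme blank; some results filed as inactive read as strong as hits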
FXIa mix inh: blocks human factor XIa in pooled compound mixtures. AID 680. inhibition, % at 5 µM. actives 0.19% (n = 62,000). purified FXIa, fluorogenic substrate. P03951;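 further: each value is inhibition by a whole ten-compound pool holding the compound; 0% = enzyme with no mixture and 100% = wells lacking enzyme; strong numbers were not always called active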
Target sequence (P03951 19-387 limits assumed): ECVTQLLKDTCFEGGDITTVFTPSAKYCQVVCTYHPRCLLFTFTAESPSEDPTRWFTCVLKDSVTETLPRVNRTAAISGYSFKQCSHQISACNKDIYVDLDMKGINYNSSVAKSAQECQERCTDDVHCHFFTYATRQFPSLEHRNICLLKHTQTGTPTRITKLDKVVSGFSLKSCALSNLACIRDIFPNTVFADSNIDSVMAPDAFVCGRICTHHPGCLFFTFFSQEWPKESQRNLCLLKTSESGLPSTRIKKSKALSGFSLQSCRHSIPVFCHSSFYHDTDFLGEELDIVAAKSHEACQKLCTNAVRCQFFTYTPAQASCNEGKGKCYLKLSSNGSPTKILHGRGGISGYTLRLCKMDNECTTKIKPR
Target sequence (P03951 388-625 limits assumed): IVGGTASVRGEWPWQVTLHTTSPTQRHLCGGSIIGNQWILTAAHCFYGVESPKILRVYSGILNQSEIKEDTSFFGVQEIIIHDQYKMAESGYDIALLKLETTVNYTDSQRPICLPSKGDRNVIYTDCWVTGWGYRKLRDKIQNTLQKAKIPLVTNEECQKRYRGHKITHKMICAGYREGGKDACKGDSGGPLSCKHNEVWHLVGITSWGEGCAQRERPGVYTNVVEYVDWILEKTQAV
AP ELISA ortho: alternative pathway complement inhibition, orthogonal assay | Human serum alternative complement pathway, LPS-coated ELISA, C3 deposition; tested in compound mixtures | inhibition, % at 5 µM | actives 0.08% (n = 62,000);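 active means inhibition above 30% in each of the two pooled mixtures holding the compound, so the lower value exceeds 30%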;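 further: 0% = serum in Mg-EGTA without compound and 100% = EDTA serum blank; some compounds past the cut are filed as inactive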
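Test system: human serum complement alternative pathway, C3 deposition onto LPS / Medium: Mg2+-EGTA GVB++ buffer containing human serum at 1:15 dilution / Probe or stimulus: Plate-bound LPS / Times: 1 h at 37 °C / Signal: ELISA with HRP anti-human C3 antibody, TMB substrate, absorbance 450 nm / Measure: percent inhibition / Repeats: two pool placements per compound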
DUSP1 inh: human dual specificity phosphatase 1 inhibition; P28562; recombinant MKP-1, OMFP hydrolysis fluorescence; inhibition, %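 (compounds tested at a single concentration somewhere between 10 and 100 µM)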; actives 0.15% (n = 65,000); AID 374;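 active means inhibition above about 50%, limit read from the data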;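 further: 0% = DMSO max control wells and 100% = wells with enzyme stopped by NaOH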
Target sequence (P28562 whole entry, looked up): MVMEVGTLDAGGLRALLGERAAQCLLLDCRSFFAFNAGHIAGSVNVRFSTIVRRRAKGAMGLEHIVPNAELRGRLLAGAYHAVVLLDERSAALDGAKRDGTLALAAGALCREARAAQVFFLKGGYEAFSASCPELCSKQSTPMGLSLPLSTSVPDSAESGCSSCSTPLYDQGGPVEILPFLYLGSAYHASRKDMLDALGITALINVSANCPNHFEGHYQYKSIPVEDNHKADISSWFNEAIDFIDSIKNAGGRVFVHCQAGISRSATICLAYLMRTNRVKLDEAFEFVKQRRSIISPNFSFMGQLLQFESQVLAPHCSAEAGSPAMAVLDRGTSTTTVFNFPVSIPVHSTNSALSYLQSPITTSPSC
* marks the source's active call; other numbers are inactive results; . = no result given; [ ] = dose if it differs, or a comment. Unless noted, no stated cut-off is given here; in the data, active means inhibition above about 20% (passing the limit was not always enough); inactive means the rest.

The line under a structure holds: MMP-13 inhibitor | A340 absorber | Cdc25B inh | JNK3 blocker | Hsp90 block | FXIIa inh mix | FXIa mix inh | AP ELISA ortho | DUSP1 inh
[1] CCOC(=O)c1c(C)n(C)c2ccc(OC)c(NC(=O)c3cccs3)c12
    2.9 | 1.09 | 21.3 | -5.1 | 1.1 | . | . | . | 12.6
[2] O=C(Cn1cnc2ccccc2c1=O)N(Cc1ccco1)c1ccc(O)cc1
    -5.1 | 1.01 | -2.0 | 3.3 | 0.1 | 4.0 | 2.1 | 26.7 | 6.6
[3] N#Cc1c(N)oc(-c2ccccc2)c1-c1ccccc1
    -1.4 | 1.08 | -9.2 | . | . | 0.9 | 9.8 | 17.8 | 16.6
[4] Cn1nnnc1SCCNS(=O)(=O)c1ccccc1
    -6.2 | 1.02 | -4.6 | 7.0 | -1.9 | 10.8 | 6.3 | 5.8 | 3.8
[5] COC(=O)C1=C(CSc2nnnn2C)NC(=O)NC1c1cc(C)ccc1C (stereo not given)
    0.9 | 1.06 | -2.1 | -3.4 | 0.0 | -1.5 | -2.9 | 1.5 | 2.6
[6] Cc1ccc(C)c(SCC(=O)OCC(=O)Nc2ccc(S(=O)(=O)N3CCOCC3)cc2)c1
    -2.1 | 1.01 | -3.6 | . | . | -2.2 | 7.4 | -0.3 | 2.3
[7] CCC(C)(C)NC(=O)C(c1ccccc1F)N(Cc1ccco1)C(=O)c1csnn1 (stereo not given)
    -2.1 | 1.05 | -6.8 | -1.4 | 0.7 | 9.1 | 2.6 | 6.3 | -2.1
[8] O=C(CSc1nnc(Cc2cccs2)n1Cc1ccco1)Nc1ccc(Br)cc1
    -2.3 | 1.02 | -12.3 | 1.9 | -12.1 | 1.7 | 9.2 | -1.1 | 2.3
[9] CCCN1c2cccc3cccc(c23)S1(=O)=O
    -10.1 | 1.05 | -7.2 | . | . | 5.7 | 2.1 | 4.7 | 4.9
[10] CCOC(=O)NC(=O)CSc1nnc(C)s1
    5.1 | 0.99 | -12.8 | 1.2 | -0.5 | 7.9 | 7.2 | 13.3 | 1.9
[11] O=C(CSc1ncc(-c2ccc(F)cc2)n1Cc1ccco1)Nc1ccc2c(c1)OCO2
    -0.7 | 1.01 | -4.6 | -0.8 | -3.0 | 2.8 | 8.9 | 18.9 | 32.0
[12] CCn1c(C)c(C(C)=O)c(N2CCC(C(N)=O)CC2)nc1=S
    0.9 | 1.06 | -6.8 | 2.9 | -21.1 | -0.4 | 1.6 | 3.3 | -0.7
[13] CCn1c(SCC(=O)Nc2ccccc2C(=O)OC)nnc1-c1ccc(N)cc1
    1.7 | 1.01 | 23.6 | 13.8 | -1.8 | 12.0 | 6.0 | 10.9 | -17.1
[14] CCOC(=O)c1c(N)sc(C(=O)N2CCOCC2)c1C
    1.2 | 1 | -11.6 | -1.2 | -0.9 | 9.7 | -0.1 | 1.3 | 1.1
[15] Cc1csc(-c2cnn(-c3ccccc3)c2NC(=O)c2ccccc2)n1
    1.8 | 1.02 | 2.2 | -3.9 | -0.2 | 4.4 | 2.8 | 8.6 | 3.5
[16] COc1ccc(C(=O)NC2CC3CCCC(C2)N3CC(C)C)cc1OC (stereo not given)
    0.0 | 1 | 1.0 | -3.0 | -2.7 | 0.8 | -4.8 | 10.4 | -3.7
[17] CCN(CC)c1ccc(NC(=O)CN2CCN(CC(=O)Nc3ccc(F)cc3)CC2)cc1
    3.4 | 1.01 | -10.4 | -11.8 | 1.4 | 3.6 | -0.9 | 21.2 | 20.1
[18] CCOC(=O)C(NC(=O)CC)(Nc1ccc(S(=O)(=O)Nc2ncccn2)cc1)C(F)(F)F (stereo not given)
    1.5 | 0.96 | -10.4 | 0.3 | -5.6 | 9.8 | 1.0 | -3.4 | -1.9
[19] CC(=O)c1ccc(NC(=O)c2noc3c2CCCCC3)cc1
    1.9 | 0.99 | -5.6 | 4.3 | -0.1 | 5.1 | -0.8 | -2.5 | 4.0
[20] C=CCc1c(C)c(C#N)c2nc3ccccc3n2c1NCCN(C)C
    -4.5 | 1.06 | 0.5 | -7.8 | -4.2 | 5.2 | -0.8 | 7.7 | -0.8
[21] Cc1ccc(C(C(=O)NC(C)(C)C)N(CC2CCCO2)C(=O)Cn2nnc(-c3ccc(C)o3)n2)cc1 (stereo not given)
    4.7 | 0.98 | 5.6 | -5.6 | -3.0 | 5.1 | 2.6 | 1.3 | 34.2
[22] O=c1c2cc(N3CCOCC3)ccc2[nH]c(=S)n1CCCN1CCN(c2ccccc2F)CC1
    -6.0 | 1.05 | -18.7 | . | 0.4 | 2.2 | 3.2 | 7.6 | 1.4
[23] Nc1c(C(=O)NCc2ccccc2)nnn1Cc1ccccc1
    2.4 | 1.05 | -8.6 | 1.8 | -2.7 | 3.1 | 0.8 | 11.2 | -2.8
[24] Clc1cccc2sc(N3CCCCC3)nc12
    5.0 | 1.01 | 7.5 | 6.7 | -2.0 | 8.2 | 9.2 | 16.1 | 5.3
[25] CC(C)n1c(N2CCN(CC(=O)NCc3cccs3)CC2)nc2ccccc21
    2.2 | 1.02 | 17.6 | -5.2 | -1.9 | 21.6 | 1.2 | -2.7 | 24.0
[26] O=C(CSc1nc2ccccc2c(=O)n1CC1CCCO1)NCC1CCCO1 (stereo not given)
    -2.6 | 0.98 | -17.8 | -0.4 | -1.5 | 5.3 | 12.9 | 11.4 | -0.3
[27] Cn1c(=O)[nH]c(=O)c2c1nc(N1CCCCC1)n2CCSc1nc2ccccc2o1
    -1.7 | 1.05 | -0.6 | 0.4 | -1.8 | 1.6 | 2.7 | 14.1 | 6.9
[28] COCCCn1c(=NC(=O)c2ccc3c(c2)OCO3)c(C#N)cc2c(=O)n3cccc(C)c3nc21
    -76.7[fluorescence artefact?] | 1.08 | -2.1 | -6.1 | -5.0 | 1.7 | 1.2 | -0.4 | 3.4
[29] CCOC(=O)c1c(C)[nH]c(C(=O)OCC(=O)N2CCN(S(=O)(=O)c3ccccc3)CC2)c1C
    3.7 | 1.06 | -10.5 | . | 2.6 | 1.5 | 6.4 | 4.0 | 30.5
[30] CCS(=O)(=O)NCC(c1cccnc1)N1CCN(c2ccc(F)cc2)CC1 (stereo not given)
    -3.1 | 1.03 | -5.9 | -1.7 | -1.1 | 6.8 | -0.7 | 14.9 | 13.7
[31] Cc1cc(C(=O)N2CCOCC2)n(-c2ccccc2)n1
    -11.3 | 1.06 | -0.9 | 1.7 | -1.4 | 6.6 | 5.1 | -2.2 | 7.3
[32] CSc1ccc(-c2nnn(Cc3ccc(C)cc3)n2)cc1
    . | 1.02 | -22.5 | . | . | 10.3 | 4.4 | 14.4 | 4.6
[33] CCOc1ccc(Nc2ncnc3c2cnn3-c2ccccc2)cc1
    1.7 | 1.08 | -1.1 | -3.4 | 1.5 | 19.1 | 5.9 | 12.0 | 0.9
[34] Cc1ccc(NC(=O)c2cc(C)on2)cc1
    8.7 | 0.99 | -10.4 | 2.9 | 4.6 | -0.1 | -1.5 | 7.3 | 4.3
[35] CCC1(CC)Nc2ccccc2C(=O)N1c1ccc(NC(C)=O)cc1
    -0.6 | 1.02 | -4.3 | 0.8 | -1.6 | 2.6 | 1.5 | 1.9 | -15.7
[36] COc1cccc(C2C(C(=O)c3cccs3)=C(O)C(=O)N2CCCn2ccnc2)c1OC (stereo not given)
    2.8 | 0.99 | -0.3 | 2.3 | -4.0 | 4.7 | -0.6 | -5.6 | 1.2
[37] COc1ccc(C)cc1S(=O)(=O)Nc1cccc(SC)c1
    4.6 | 1.01 | -0.9 | -2.5 | 2.8 | 4.5 | 2.2 | 11.8 | 5.7
[38] Cc1noc(C)c1COC(=O)CCC(=O)c1ccc(F)cc1
    2.2 | 0.96 | -18.8 | 4.8 | -2.4 | 0.5 | 4.7 | 13.0 | 27.8
[39] CCOC(=O)C1=C(C)NC2=C(C(=O)CCC2)C1c1cccs1 (stereo not given)
    -1.9 | 1.06 | -5.1 | -5.1 | -3.3 | 0.0 | 5.5 | 15.5 | -0.5
[40] Cc1c(Cl)cccc1NC(=O)CC(C(=O)O)C1CCCO1 (stereo not given)
    2.2 | 1 | -8.4 | -3.4 | -2.3 | -7.4 | 5.9 | 3.4 | -8.2
[41] O=C(Nc1ccc(NC(=O)C2CC2)nc1)c1ccco1
    -1.1 | 1.07 | -4.0 | -7.2 | -1.2 | -1.7 | 0.4 | 14.0 | -20.9
[42] Cc1cc(C)n(C(=O)CNC(=O)c2cccs2)n1
    -1.4 | 1.01 | 9.6 | 6.2 | -1.3 | . | . | . | -11.1
[43] O=C(NC1CCCCC1)c1ccc(S(=O)(=O)N2CCOCC2)cc1
    2.4 | 1 | 0.8 | 1.7 | -2.6 | -1.1 | 2.0 | 22.2 | 17.1
[44] CC(C)CCNC(=O)CCNS(=O)(=O)c1ccc(Cl)cc1
    -0.8 | 0.97 | -0.9 | 0.5 | 0.4 | 12.5 | 6.1 | 3.2 | 8.7
[45] O=C(NCc1ccccn1)c1c(O)c2c([nH]c1=O)CCCC2
    -2.7 | 1.01 | 7.5 | 8.0 | -2.5 | 0.4 | 3.7 | 5.0 | -11.2
[46] COc1ccc(OC)c(S(=O)(=O)N2c3cc(F)ccc3CCC2C)c1 (stereo not given)
    0.1 | 1.01 | -7.2 | 7.8 | -9.8 | 16.6 | 14.7 | -0.3 | 2.7
[47] Cc1ccc(C(C)C)c(Oc2nnnn2-c2ccccc2)c1
    2.6 | 1.02 | -14.1 | 0.8 | -2.3 | 4.6 | 1.8 | 8.7 | 19.9
[48] CCCc1cc(C(N)=O)c(NC(=O)C2CCCO2)s1 (stereo not given)
    0.4 | 1.06 | -10.7 | 0.0 | -30.0 | 4.0 | -2.9 | 7.6 | 35.5
[49] N#CC1=C(N)OC2=C(C(=O)CCC2)C12CCN(C(=O)OCc1ccccc1)CC2
    5.1 | 0.99 | -4.5 | 4.5 | -3.9 | 0.9 | 5.8 | 8.4 | -6.9
[50] CC(=O)N1CCN(C2=Nc3cccc4cccc2c34)CC1
    -4.3 | 1.06 | -2.3 | -4.1 | -1.6 | -14.0 | 4.9 | 0.6 | -10.3

The listing continues:
The line under a structure holds: MMP-13 inhibitor | A340 absorber | Cdc25B inh | JNK3 blocker | Hsp90 block | FXIIa inh mix | FXIa mix inh | AP ELISA ortho | DUSP1 inh
[51] c1csc(-c2nn3c(C4CCCCC4)nnc3s2)c1
    4.3 | 1.02 | 9.8 | -6.0 | -3.3 | . | . | . | -24.4
[52] O=C(O)CCC(=O)N1CCN(c2nc3ccccc3s2)CC1
    3.5 | 1.03 | 1.2 | -7.3 | 0.5 | 0.4 | 4.2 | 1.6 | 20.8
[53] COc1ccc(CNC(=O)CSc2nnnn2Cc2ccccc2)cc1
    1.1 | 0.98 | -2.7 | 9.7 | -2.8 | 6.5 | -4.9 | 10.1 | -11.4
[54] COc1ccc(OC)c(Nc2nc(-c3cccs3)cs2)c1
    2.4 | 1.03 | -4.4 | -0.8 | -3.9 | 5.9 | 16.0 | 12.5 | 7.9
[55] Cc1ccc(S(=O)(=O)N2CCOCC2)cc1C(=O)Nc1c(C)n(C)n(-c2ccccc2)c1=O
    -2.3 | 1 | -31.3 | -1.9 | -1.5 | 5.3 | -1.5 | 5.1 | -6.5

Compound activity as filed in PubChem BioAssay.
